Rtt109 Vps75: inhibitors of C. albicans Rtt109/Vps75 HAT, primary screen, biochemical, ThioGlo CoA-SH fluorescence, plate reader; Histone acetyltransferase RTT109 (Candida albicans (strain SC5314 / ATCC MYA-2876)), …; purified Rtt109/Vps75, 4 h; inhibition, % at 34.9 µM; 330,000 tested, 0.16% active; AID 540336, 2011;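 active = inhibition of at least 50% in every replicate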
Target sequence (Q5AAJ8 whole entry, looked up): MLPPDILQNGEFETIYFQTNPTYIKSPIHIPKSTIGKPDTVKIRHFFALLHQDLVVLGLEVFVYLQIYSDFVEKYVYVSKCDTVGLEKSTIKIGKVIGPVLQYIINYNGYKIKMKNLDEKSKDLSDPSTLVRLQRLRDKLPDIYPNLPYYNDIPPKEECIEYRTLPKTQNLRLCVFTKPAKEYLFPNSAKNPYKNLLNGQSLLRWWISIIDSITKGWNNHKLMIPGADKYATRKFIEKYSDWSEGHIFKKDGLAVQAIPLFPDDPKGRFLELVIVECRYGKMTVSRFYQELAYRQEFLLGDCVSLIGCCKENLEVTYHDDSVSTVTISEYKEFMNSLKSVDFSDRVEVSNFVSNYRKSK
RTF Ca sens act: cardiac RTF calcium sensitivity activators, primary screen, biochemical, IANBD-TnC fluorescence, EC20 calcium; activation, % at 7.2 µM; Troponin I, cardiac muscle (Homo sapiens) + Troponin T, cardiac muscle (Homo sapiens) + …; AID 493008, 2010; IANBD-labeled TnC RTF fluorescence at EC20 calcium; 0% EC20 calcium, 100% full calcium; 340,000 tested, 0.24% active;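 active = activation above the mean over all tested compounds plus 3 SD, cut at about 30% in these data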;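 also: rise in fluorescence read as greater calcium sensitivity of cardiac thin filaments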
CDK5 inh: inhibitors of human CDK5/p35 kinase, primary screen, biochemical, single concentration; Cyclin-dependent kinase 5 (Homo sapiens) + Cyclin-dependent kinase 5 activator 1 (Homo …; inhibition, % at 10 µM; 330,000 tested, 0.01% active; Recombinant CDK5/p35, ADP-Glo luminescence, 60 min;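 active = highest replicate inhibition of at least 50% and at least 75% of replicates reaching 50%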;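 also: plate controls were DMSO neutral control for no effect and GW8510 at 10 µM for full effect; many of its hits are not listed in these tables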
NSD2 HMT inh: NSD2 histone methyltransferase inhibitors, primary screen, biochemical, AlphaScreen, single concentration, set 2. inhibition, % at 12.5 µM. NSD2 peptide methylation, 120 min. Histone-lysine N-methyltransferase NSD2 (Homo sapiens), O96028. 310,000 tested, 0.54% active. AID 743445, 2014; in the data active = inhibition above about 50%
PvdQ acylase: P. aeruginosa PvdQ acylase inhibitors, primary screen, biochemical, fluorescence, plate reader and imaging, single point; purified PvdQ acylase; inhibition, % at 10 µM; 340,000 tested, 0.063% active; AID 488965, 2010; in the data active = inhibition above about 30%, passing the limit was not always enough;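 also: 0% = vehicle neutral wells and 100% = reference inhibitor wells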
Keap1-Nrf2 PPI: Keap1-Nrf2 protein-protein interaction inhibitors, primary screen, biochemical, fluorescence polarization, single point; Kelch-like ECH-associated protein 1 (Homo sapiens), Q14145; Keap1 Kelch-Nrf2 peptide fluorescence polarization, 1536-well; inhibition, % at 9.4 µM; 340,000 tested, 0.15% active; AID 504523, 2011; in the data active = inhibition above about 12%;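 also: human Keap1 Kelch domain with fluorescein labeled Nrf2 9mer peptide probe; 0% = neutral control wells and 100% = peptide positive control; higher means more block of Keap1 binding to Nrf2 peptide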
Target sequence (Q14145 whole entry, looked up, the tested form may be a part): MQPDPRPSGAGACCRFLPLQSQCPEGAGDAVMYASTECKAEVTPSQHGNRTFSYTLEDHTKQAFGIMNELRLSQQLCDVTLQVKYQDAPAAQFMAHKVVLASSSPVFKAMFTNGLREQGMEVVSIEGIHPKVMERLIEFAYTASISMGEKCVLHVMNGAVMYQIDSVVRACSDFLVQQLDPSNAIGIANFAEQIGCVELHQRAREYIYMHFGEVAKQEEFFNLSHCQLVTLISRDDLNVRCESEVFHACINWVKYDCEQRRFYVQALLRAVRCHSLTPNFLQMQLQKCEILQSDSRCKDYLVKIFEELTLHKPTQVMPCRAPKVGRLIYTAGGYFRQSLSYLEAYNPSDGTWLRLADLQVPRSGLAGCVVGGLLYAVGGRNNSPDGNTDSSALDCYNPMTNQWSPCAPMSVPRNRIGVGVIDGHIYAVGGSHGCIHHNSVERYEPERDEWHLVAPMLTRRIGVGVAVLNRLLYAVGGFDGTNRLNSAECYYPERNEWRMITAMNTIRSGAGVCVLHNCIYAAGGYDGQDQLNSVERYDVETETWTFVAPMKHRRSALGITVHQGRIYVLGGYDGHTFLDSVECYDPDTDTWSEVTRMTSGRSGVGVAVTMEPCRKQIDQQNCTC
C-LANA FP: inhibitors of KSHV C-LANA binding to DNA, primary screen, biochemical, fluorescence polarization, FAM-LBS DNA, MBP-C-LANA, single point. Kaposi's sarcoma herpesvirus LANA C-terminal domain (residues 932-1162) DNA binding. 340,000 tested, 0.078% active. inhibition, % at 9 µM;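 active = highest replicate inhibition at or above 60% at 9 µM, even if other replicates fall short; inactive = all replicates below 60% inhibition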;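 also: 0% = neutral control wells and 100% = 4 µM acridine orange control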
PfHsp90 yeast 2: growth inhibition of PfHsp90-expressing yeast, primary screen, antimalarial PfHsp90 inhibitor project, S. cerevisiae, BacTiter-Glo luminescence, single point, set 2; inhibition, % at 9.4 µM; AID 504621, 2011; BacTiter-Glo ATP, 48 h; yeast lacking PDR1 and PDR3 efflux regulators; 310,000 tested, 0.32% active;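 active = every replicate shows inhibition above about 80%, whatever the replicate mean, limit read from the data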;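 also: 0% = DMSO neutral controls and 100% = 20 µM radicicol positive controls; yeast relying on Plasmodium falciparum Hsp90 in place of its own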
Cardiac RTF inh: cardiac RTF calcium sensitivity inhibitors, primary screen, biochemical, IANBD-TnC fluorescence, EC70 calcium. Troponin I, cardiac muscle (Homo sapiens) + Troponin T, cardiac muscle (Homo sapiens) + …. IANBD-labeled cardiac RTF, Ca2+ fluorescence. inhibition, % at 7.15 µM. 340,000 tested, 0.12% active. AID 493244, 2011;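 active = inhibition above the mean inhibition of all tested compounds plus 3 SD, cut at about 17% in these data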;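 also: assay run at fixed EC70 calcium of 1.6 mM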
Mot1-301 SUMO: yeast Mot1-301 growth rescue at high temperature, primary screen, SUMOylation pathway inhibitor project, S. cerevisiae, ATP luminescence, 38.5C; S. cerevisiae Mot1-301 growth rescue; percent above DMSO median, 100 means doubled; growth rescue, % at 18.8 µM; 320,000 tested, 1% active;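 active = every valid replicate shows activation above 250% relative to neutral control wells; inactive = the rest, any valid replicate at or below 250%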;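 also: OY570 slx delta 5 strain wells were the positive control but not used for scaling; some compounds called inactive have numbers as strong as hits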
dFosB act: activators of delta FosB homodimer, primary screen, biochemical, fluorescence polarization, TAMRA-CDK5 oligo, single point. Protein FosB (Mus musculus), P13346. AID 493131, 2011. 340,000 tested, 0.99% active. purified delta FosB; percent of positive-control signal above neutral wells. activation, % at 25 µM;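 active = mean activation above about 17%, with every replicate also reaching it, limit read from the data, passing the limit was not always enough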;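 also: fluorescence polarization rise as delta FosB binds a TAMRA Cdk5 AP-1 oligo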
Active calls of the source: *; · = not tested or not shown. Outcome played no part in choosing rows. Share with any hit: about 3.2%.

molecule	Rtt109 Vps75	RTF Ca sens act	CDK5 inh	NSD2 HMT inh	PvdQ acylase	Keap1-Nrf2 PPI	C-LANA FP	PfHsp90 yeast 2	Cardiac RTF inh	Mot1-301 SUMO	dFosB act
CCN(Cc1nc2ccccc2c(=O)[nH]1)C(=O)c1cccc(NC(=O)c2cccs2)c1	-16.6	-5.2	-1.9	7.6	-4.5	0.1	-1.8	1.3	2.9	·	-6.6
Cc1cc(C(=O)COC(=O)c2n[nH]c3ccccc23)c(C)n1C	8.3	-0.1	-3.4	71.0*	-21.0	-1.4	-0.1	-12.4	-8.3	-20.3	-7.0
CC(C)Oc1ccc(CNC(=O)Cn2c(=O)oc3ccccc32)cc1	2.8	-0.6	-0.6	·	-11.9	-3.4	-0.1	9.9	-5.4	4.2	-6.6
O=c1c2c3c(sc2nc2sc(C4CC4)nn12)CCCC3	-6.8	0.7	1.0	·	-9.2	-2.7	1.6	-13.4	-14.3	·	-0.2
Cc1oc2c(c1C(=O)Nc1cccc(C(=O)O)c1)CCCC2	4.2	-1.6	-1.0	3.9	-4.4	0.4	2.0	11.4	1.3	-8.7	1.3
COc1ccc(NS(=O)(=O)/C=C/c2ccccc2)cc1	-0.8	-4.7	·	-1.0	-0.1	-0.5	-0.3	-15.4	-14.5	-2.8	2.1
Cc1cccc(OCC(=O)Nc2ccc3oc(=O)ccc3c2)c1	-3.7	-4.0	-4.0	6.1	-14.7	4.6	0.3	12.2	-2.1	42.8	4.3
Cn1c2ccccc2c(=O)c2c(=O)n(C3CCCCCC3)c(C3CCCCC3)nc21	2.9	-3.2	-0.8	·	-8.0	-2.9	0.6	6.0	6.8	·	-0.9
Cc1ccc(CONC(=O)c2ccccc2Cl)cc1	7.2	-1.3	-0.9	0.2	5.9	-0.6	-0.2	-3.5	6.1	·	-2.5
Cc1nc2cc(-c3ccc(Cl)cc3)nn2c(C)c1CCC(=O)NC(C)c1ccc2c(c1)OCCO2 (centres undefined)	-9.6	-3.2	-0.1	·	-6.4	3.5	2.0	-12.2	-9.0	231.3	-3.1
CCCCN(Cc1nc2ccccc2c(=O)[nH]1)C(=O)CN1C(=O)NC2(CCCCC2)C1=O	7.7	1.8	0.1	0.5	-13.5	1.6	0.5	3.6	-8.6	-4.6	-13.2
CCn1c(CNS(=O)(=O)c2ccc(Cl)cc2)n[nH]c1=S	-1.5	-4.0	1.7	1.0	-11.1	2.4	0.6	5.3	-15.1	7.6	-2.2
COc1ccccc1NC(=O)c1cc(C)nc2ccccc12	-5.5	-4.7	0.1	49.4	-2.8	3.8	0.8	12.5	3.7	176.0	-5.9
COCCCNC(=O)C1CC(=O)N(C2CCCC2)C1 (centres undefined)	-2.6	-4.7	-1.6	0.0	-3.8	-2.0	-1.7	-37.2	-2.0	-9.2	5.7
O=C1[C@@H](c2ccccc2)[C@@H](c2ccccc2)N1c1cccnc1	2.0	-1.5	14.7	·	1.5	1.5	-0.2	-3.6	-0.8	·	-11.3
COC(=O)[C@H](C(C)C)N(Cc1ccccc1)S(=O)(=O)CCN1CCN(c2ccccc2)CC1	2.6	-7.5	-0.6	·	2.7	-3.5	-0.6	6.4	-1.3	·	-8.3
COc1ccccc1Nc1n[nH]c(=S)s1	2.0	-4.0	3.5	-5.6	-12.4	-7.6	-1.0	14.7	15.7	-11.9	2.3
Oc1ccc(/C=N/N(c2ccccc2)c2ccccc2)cc1O	1.3	0.1	1.4	19.8	-2.4	1.2	1.6	1.1	6.1	21.2	-7.3
CCCC(=O)Nc1nc(C(=O)OCC)cs1	8.7	5.4	-1.0	15.9	10.3	-5.6	2.3	2.8	-2.7	-13.6	-2.1
Cc1cc2[nH]c(=S)[nH]c2cc1C	21.1	6.7	3.4	-4.5	11.7	-8.4	-3.2	-7.3	3.3	33.5	-5.3
COc1ccc(NC(=O)COc2ccc(S(=O)(=O)N3CCOCC3)cc2C)cc1OC	-1.8	-1.5	-0.9	37.0	-11.1	4.5	2.1	13.3	-23.6	34.7	-15.7
CCOC(=O)/C(=C\C=C\N1CCOCC1)C(C)=O	18.7	-5.7	-0.8	-4.0	-3.8	0.1	0.4	-40.1	-5.0	-2.9	-6.9
CC(=O)c1ccc(NC(=O)C(C)OC(=O)c2ccc3c(c2)nc(C)n3-c2ccccc2)cc1 (centres undefined)	3.1	0.7	-0.4	2.3	-4.2	-1.4	-1.7	3.2	-6.8	·	-13.2
Cc1ccc2c(N)c(C(=O)c3ccccc3)sc2n1	8.4	3.5	0.2	-3.2	-4.1	1.1	2.1	-2.2	-2.7	20.3	-6.6
O=C(COc1ccc(-n2cnnn2)cc1)N1CCN(c2ccc(F)cc2)CC1	0.1	-1.0	-0.1	-0.9	9.5	-4.9	-2.5	-5.2	8.9	-17.9	-5.5
CCc1ccc(NC(=O)c2cc(C)nn2-c2ccccc2)cc1	3.1	9.8	0.3	1.1	-14.3	-3.9	-0.8	22.3	-10.9	-15.8	-10.7
NC(=O)CSc1nnc(-c2cccc(S(=O)(=O)N3CCOCC3)c2)n1C1CCCCCC1	8.5	-0.2	3.0	-1.8	-11.8	-8.3	-0.4	·	1.1	-8.5	-2.2
CCCOC(=O)Nc1cc(OC)c(Cl)cc1OC	2.2	-2.3	-1.3	·	-3.3	3.0	1.7	-6.1	1.1	-3.8	1.4
CCC(CO)NCCNC(CC)CO (centres undefined)	-3.3	0.7	-0.6	·	0.1	-3.5	1.7	-45.4	13.7	9.3	-0.5
Cc1nnc(NC(=O)C2(c3ccccc3)CCOCC2)s1	3.1	2.3	-0.1	-2.9	-1.6	-1.8	0.3	-2.2	-2.7	-12.5	6.4

In the list so far, these have a thiophene ring, fused or not.
molecule	Rtt109 Vps75	RTF Ca sens act	CDK5 inh	NSD2 HMT inh	PvdQ acylase	Keap1-Nrf2 PPI	C-LANA FP	PfHsp90 yeast 2	Cardiac RTF inh	Mot1-301 SUMO	dFosB act
CCN(Cc1nc2ccccc2c(=O)[nH]1)C(=O)c1cccc(NC(=O)c2cccs2)c1	-16.6	-5.2	-1.9	7.6	-4.5	0.1	-1.8	1.3	2.9	·	-6.6
O=c1c2c3c(sc2nc2sc(C4CC4)nn12)CCCC3	-6.8	0.7	1.0	·	-9.2	-2.7	1.6	-13.4	-14.3	·	-0.2
Cc1ccc2c(N)c(C(=O)c3ccccc3)sc2n1	8.4	3.5	0.2	-3.2	-4.1	1.1	2.1	-2.2	-2.7	20.3	-6.6

The list goes on.
molecule	Rtt109 Vps75	RTF Ca sens act	CDK5 inh	NSD2 HMT inh	PvdQ acylase	Keap1-Nrf2 PPI	C-LANA FP	PfHsp90 yeast 2	Cardiac RTF inh	Mot1-301 SUMO	dFosB act
COc1ccc(Cn2c(=O)sc3ccccc3c2=O)cc1	6.8	-0.1	0.4	2.3	-15.8	0.4	-0.3	-2.0	-9.7	·	-7.1
Cc1cc(Cn2nc(-c3ccccc3C)cc2C(=O)O)on1	-3.5	-2.9	0.2	·	16.3	1.8	-2.9	·	-9.6	0.5	4.3
O=c1oc(/C=C/c2ccccc2)nc2ccccc12	-0.7	5.6	1.9	-2.1	10.0	7.2	-1.8	22.5	-0.2	·	-8.7
O=c1[nH]cnc2ccsc12	-3.2	-3.8	2.0	-0.6	-9.9	-1.4	1.2	-15.5	-3.8	73.6	-3.1
O=C(COc1ccccc1Br)N1CCN(C(=O)c2ccco2)CC1	19.4	4.9	0.1	-2.1	6.4	3.6	0.0	-7.0	2.9	4.8	-4.5
CC(=O)c1ccc(-c2nnc(CCC(=O)N(C)Cc3cccc4cnccc34)o2)s1	0.6	-0.5	0.5	0.7	8.7	1.5	0.3	-12.0	6.0	-8.0	-8.3
CC(CCc1ccc(O)cc1)NCCc1ccc(O)c(O)c1 (centres undefined)	9.2	-1.1	-0.5	·	4.2	4.4	0.8	-5.9	5.5	-17.1	-0.1
O=C(CSc1ccccc1)Nc1cccc(S(=O)(=O)N2CCCC2)c1	-1.3	2.2	0.9	-2.1	15.0	0.8	-1.6	·	6.3	7.5	2.7
CCN1CCN(c2ccc(S(=O)(=O)N3CCCCC3)cc2NC(=O)/C=C/c2cc(OC)ccc2OC)CC1	-1.2	-2.3	2.3	-0.3	-0.7	4.4	0.3	12.8	-10.1	10.8	5.4
Cc1ccc(NC(=O)Nc2c(Cl)cccc2Cl)cn1	0.0	-8.3	2.9	-1.5	23.6	-1.4	0.3	3.8	-0.1	10.2	-3.1
c1cc2[nH]snc2c2nc(C3CC3)nc12	-0.4	1.6	8.3	3.9	5.5	-1.6	-2.2	1.3	-0.5	149.2	-10.0
Cc1ccc(S(=O)(=O)N2CCCOC2)cc1	-0.8	-4.8	0.9	·	-3.0	-0.5	1.0	8.1	7.9	-5.4	-7.1
Cc1ccc2c(c1)N(CC(=O)NC1CCCCC1C)C(=O)CO2 (centres undefined)	-3.8	-3.6	-0.5	-1.6	-5.9	-3.3	1.2	-6.2	-1.6	-8.1	6.2
COc1ccc(OC)c(S(=O)(=O)NCCc2cn3ccsc3n2)c1	-0.9	14.8	-0.5	·	-9.1	-6.0	-0.3	1.7	-15.2	-0.1	3.8
O=C(CCC(=O)N1CCOc2ccccc21)N1CCCCC1	6.8	6.9	2.3	·	9.2	-1.6	-1.9	-3.7	-3.8	-5.3	-6.4
COc1ccccc1N1CCN(c2ccc([N+](=O)[O-])nc2)CC1	-2.1	6.1	-1.7	-0.3	-8.3	-4.2	-2.2	0.6	-10.4	-0.5	-1.2
O=C(NCC1CC1)c1cc(-c2ccccc2)nn1CC1CC(c2cccc([N+](=O)[O-])c2)=NO1 (centres undefined)	-19.2	-3.4	-1.0	·	-6.2	-2.0	1.3	·	-4.8	-5.7	-5.5
C=CCNC(=S)Nc1nc2c(cc1C(=O)OCC)COC(C)(C)C2	-8.1	6.0	2.3	-0.9	-8.3	-1.6	0.3	-3.7	5.5	-27.3	-5.0
